RGS4 inh: Inhibitors of Regulator of G Protein Signaling (RGS) 4: qHTS | Regulator of G-protein signaling 4 (Homo sapiens), P49798 | Transcreener GDP fluorescence polarization, RGS4-accelerated GTP hydrolysis | 390,000 compounds, 0.039% hits | Potency, µM (series often up to 114 µM), inactives show at the highest dose activity change, negative = inhibition, actives largely listed as inhibitors; further: potency means the concentration at half of the fitted maximal effect; on the % scale 0 is the no-effect control and ±100 the full control effect; nearly all actives have a fitted effect of over 75% in size; some results filed as inactive show a strong effect at the top dose
Target sequence (P49798 whole entry, looked up): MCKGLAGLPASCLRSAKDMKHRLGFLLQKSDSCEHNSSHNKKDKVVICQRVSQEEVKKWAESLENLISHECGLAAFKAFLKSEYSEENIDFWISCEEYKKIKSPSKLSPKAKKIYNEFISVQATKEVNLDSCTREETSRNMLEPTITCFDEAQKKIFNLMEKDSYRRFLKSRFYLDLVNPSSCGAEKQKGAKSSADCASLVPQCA
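MLSMR compounds (23 nl, pin-transferred) preincubated 10 min at room temperature with a 500nM (2x) first reagent, then RGS4 at 900nM (2x) plus Transcreener GDP mix added; fluorescence polarization (620/688 nm) read before and after 90 min at 30 °C.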
Glioma ERSR ind: qHTS for Inducers of the Endoplasmic Reticulum Stress Response (ERSR) in Human Glioma: qHTS; U87-MG GRP78 promoter luciferase reporter, 16 h; Potency, µM, for inactives: at the top dose activation, hits mostly activators; 420,000 compounds, 0.02% hits; further: potency means the concentration at half of the fitted maximal effect; series mostly up to about 76 µM; % of control where 0% means no effect; nearly all actives have a fitted effect of over 35% in size
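Stably transfected U87-MG glioma cells carrying a GRP78-based luciferase sensor; 16 h compound incubation. Luminescence end-point read 10 min after Bright-Glo addition at room temperature.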
TrxR1 substrate: qHTS Assay for Substrates of Mammalian Selenoprotein Thioredoxin Reductase 1 (TrxR1): qHTS | Potency, µM (highest dose often 114 µM), for inactives: at the top dose activity change, negative = substrate turnover | AID 588456, 2011 | 390,000 compounds, 0.01% hits | Thioredoxin reductase 1, cytoplasmic (Rattus norvegicus), O89049 | purified TrxR1 substrate turnover, NADPH consumption readout; further: potency means the concentration at half of the fitted maximal effect; on the % scale 0 is the no-effect control and ±100 the full control effect; nearly all actives have a fitted effect of over 50% in size
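Rat TrxR1, dispensed at 90 nM, was prereduced with 400 uM NADPH (final) for 5 min at ~22 deg C, then incubated with compound 15 min before 400 uM selenite. A first-read NADPH fluorescence drop versus no-compound background flagged substrates.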
USP1 inh: Inhibitors of USP1/UAF1: Primary Screen; 390,000 compounds, 0.23% hits; Ubiquitin carboxyl-terminal hydrolase 1 (Homo sapiens), O94782; recombinant USP1/UAF1, Ub-Rhodamine cleavage fluorescence; AID 743255, 2014; Potency, µM (doses to about 57.1 µM), inactives show top-dose activity change, negative = inhibition, usual class: inhibitors; further: potency means the concentration at half of the fitted maximal effect; on the % scale 0 is the no-effect control and ±100 the full control effect; nearly all actives have a fitted effect of over 60% in size; inactives centre near -12
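USP1/UAF1 complex at 1 nM was preincubated with compound for 15 min at room temperature, then Ub-Rho substrate (150nM final) was added. Fluorescence (480/540 nm) was read kinetically, 6 reads every 60 seconds.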
Vif-A3F inh: qHTS for Inhibitors of Vif-A3F Interactions: qHTS; HeLa A3F-eYFP + Vif (tagged APOBEC3F with the HIV-1 protein that degrades it), YFP fluorescence increase; Potency, µM (doses to about 46.1 µM), for the others: at the top dose activity, negative = active; 390,000 compounds, 0.2% hits; AID 602313, 2012; further: potency means the concentration at half of the fitted maximal effect; % of control where 0% means no effect; nearly all actives have a fitted effect of over 65% in size
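Fluorescence increase (Ex 488/Em 500-530) after overnight compound treatment at 37 deg C flags inhibition of Vif-driven A3F-eYFP loss in stable HeLa A3F-eYFP/Vif cells seeded overnight beforehand.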
mIDH1 inhibitor: qHTS for Inhibitors of mutant isocitrate dehydrogenase 1 (IDH1): qHTS | Potency, µM (doses to about 76.6 µM), inactives show at the highest dose activity change, negative = inhibition, usual class: inhibitors | Isocitrate dehydrogenase [NADP] cytoplasmic (Homo sapiens), O75874 | AID 602179, 2012 | IDH1-R132H enzyme, NADPH consumption, diaphorase/resazurin fluorescence | 390,000 compounds, 0.093% hits; further: potency means the concentration at half of the fitted maximal effect; on the % scale 0 is the no-effect control and ±100 the full control effect; nearly all actives have a fitted effect of over 65% in size
Target sequence (O75874 whole entry R132H, stated change not applied): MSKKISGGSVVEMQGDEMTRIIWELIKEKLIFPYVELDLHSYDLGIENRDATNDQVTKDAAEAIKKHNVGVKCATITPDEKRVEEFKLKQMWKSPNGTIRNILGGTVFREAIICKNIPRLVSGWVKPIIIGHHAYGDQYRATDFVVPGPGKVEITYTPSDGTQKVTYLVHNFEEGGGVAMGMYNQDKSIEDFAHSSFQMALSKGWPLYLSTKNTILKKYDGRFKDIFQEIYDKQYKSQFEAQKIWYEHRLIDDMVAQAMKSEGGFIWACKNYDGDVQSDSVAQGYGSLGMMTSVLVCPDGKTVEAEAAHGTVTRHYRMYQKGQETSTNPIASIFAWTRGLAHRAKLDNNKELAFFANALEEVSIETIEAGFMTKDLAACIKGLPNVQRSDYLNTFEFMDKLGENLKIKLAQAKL
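IDH1-R132H (0.5 ug/mL) preincubated 30 min with compound, then NADPH (0.016 mM) and alpha-KG (2 mM) added; 80 min at RT, pH 7.5. Remaining NADPH coupled via diaphorase/resazurin to fluorescence (540/590 nm); concentration-response curves normalized to no-enzyme control.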
Vif-APOBEC3G blk: qHTS for Inhibitors of Vif-A3G Interactions: qHTS; HeLa A3G-eYFP + Vif (tagged APOBEC3G with the HIV-1 protein that degrades it), YFP fluorescence, overnight; 410,000 compounds, 0.076% hits; Potency, µM (highest dose often 46.1 µM), inactives show top-dose activity, negative = active, most hits filed as inhibitors; DNA dC->dU-editing enzyme APOBEC-3G (Homo sapiens), Q9HC16;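 further: potency means the concentration at half of the fitted maximal effect; on the % scale 0 is the no-effect control and ±100 the full control effect; nearly all actives have a fitted effect of over 60% in size; hits raise eYFP signal because A3G escapes Vif-driven loss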
Target sequence (Q9HC16 whole entry, looked up): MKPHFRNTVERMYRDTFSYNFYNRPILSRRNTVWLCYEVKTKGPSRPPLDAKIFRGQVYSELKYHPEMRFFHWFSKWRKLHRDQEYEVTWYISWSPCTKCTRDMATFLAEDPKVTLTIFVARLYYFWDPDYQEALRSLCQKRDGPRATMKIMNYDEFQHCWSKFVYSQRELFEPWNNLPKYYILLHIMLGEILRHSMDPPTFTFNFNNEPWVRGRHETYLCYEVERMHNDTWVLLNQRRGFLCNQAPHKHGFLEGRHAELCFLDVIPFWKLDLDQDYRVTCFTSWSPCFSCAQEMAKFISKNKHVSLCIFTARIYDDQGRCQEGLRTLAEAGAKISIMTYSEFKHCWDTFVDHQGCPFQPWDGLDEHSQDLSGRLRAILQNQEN
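HeLa cells stably expressing Vif and C-terminally eYFP-tagged A3G, seeded overnight at 37 deg C, then exposed to compound by pintool overnight at 37 deg C. Rise in yellow fluorescence (Ex 488/Em 500-530, Acumen) marks blocked Vif-driven A3G degradation.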
rTrxR1 inhibitor: qHTS Assay for Inhibitors of Mammalian Selenoprotein Thioredoxin Reductase 1 (TrxR1): qHTS; Thioredoxin reductase 1, cytoplasmic (Rattus norvegicus), O89049; recombinant rTrxR1, NADPH fluorescence consumption, selenite substrate; 390,000 compounds, 1% hits; AID 588453, 2011; Potency, µM (series often up to 114 µM), for the others: at the highest dose activity change, negative = inhibition, usual class: inhibitors; further: potency means the concentration at half of the fitted maximal effect; on the % scale 0 is the no-effect control and ±100 the full control effect; nearly all actives have a fitted effect of over 65% in size
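Rat TrxR1 (90 nM in the dispensed reagent) was pre-reduced with 400 uM NADPH for 5 min at room temperature, then incubated with compound for 15 min. After 400 uM selenite was added, NADPH fluorescence (Ex 340/Em 450 nm) was followed for 8 min.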
LDHA inh: qHTS assay for inhibitors of human lactate dehydrogenase. L-lactate dehydrogenase A chain (Homo sapiens), P00338. purified LDHA, NADH/diaphorase-resazurin fluorescence; stronger effect = lower value. activity change, % (values are at about 110 or 230 µM). 480,000 compounds, 0.15% hits. AID 1347041, 2019; in the data active means activity change below about -30%; inconclusive means mostly about -25% to -30%;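 further: plate controls were DMSO wells for no effect and wells without enzyme for full effect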
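Enzyme activity of human lactate dehydrogenase 5 (2 nM; 0.06 mM NADH, 0.2 mM pyruvate, 5 min, RT) is measured via a resazurin/diaphorase fluorescence readout of residual NADH.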
* marks the source's active call; other numbers are inactive results; u = inconclusive; x = no result given; & = joins results of further samples; [ ] = remark or other dose. Unless noted, the call rests on the fitted dose curve; in most records, active means well fitted curve in the direction sought with a large enough effect; inconclusive means small, poorly fitted or top-dose-only effect, or another doubt; inactive means no such curve, though single readings can be large; an effect the other way counts as inactive or inconclusive. A portion of the library; count on the stated rates, not on these rows.

cpd	Molecule	RGS4 inh	Glioma ERSR ind	TrxR1 substrate	USP1 inh	Vif-A3F inh	mIDH1 inhibitor	Vif-APOBEC3G blk	rTrxR1 inhibitor	LDHA inh
1	O=C(COc1ccc(S(=O)(=O)NC2CCCCC2)cc1)N1CCN(c2ccc(F)cc2)CC1	4.5%	-2.5%	1.7%[57.1 µM]	-17.1%	5.5%	-3.6%	0.8%	8.7%[57.1 µM]	-2.4
2	CSc1nnc2c(n1)OC=Nc1ccccc1-2	-13.4%	-7.9%	-9.0%	-9.6%	1.2%	1.8%	-4.9%	-4.8%	-3.5
3	C=CCOC(=O)C1=C(C)NC(C)=C(C(=O)OCC=C)C1c1ccco1	1.1%	-3.6%	-8.9%	-8.3%	-1.3%	3.4%	-6.0%	-10.1%	2.2
4	Cc1cc(N2CCN(c3ccccn3)CC2)n2nc(C)nc2n1	-8.3%	-2.0%	-1.7%[57.1 µM]	7.8%	-14.1%	1.3%	-0.3%	-11.9%[57.1 µM]	3.2
5	O=C1[C@H]2[C@@H](C(=O)N1c1cccc3ccccc13)C1(C(=O)c3ccccc3C1=O)N1CCC[C@@H]21	-27.8%	2.9%	6.7%	-23.8%	-7.1%	-0.2%	0.4%	-27.4%	1.4
6	O=C(COC(=O)C1=COCCO1)Nc1ccc(Oc2ccccc2)cc1	13.0%	6.6%	-10.2%	-3.6%	-8.1%	-0.3%	-2.0%	-18.5%	0.0
7	COc1ccccc1CNC(=O)CCn1c(=O)[nH]c2ccsc2c1=O	25.6%	-2.6%	5.4%	-15.1%	0.4%	1.4%	0.1%	13.1%	-7.7
8	Cc1ccc(S(=O)(=O)N2CCC(C(=O)N3CCC[C@H]3C(=O)NCc3ccco3)CC2)cc1	-10.4%	-4.8%	3.3%	-9.3%	-0.3%	3.0%	0.3%	u	-3.3
9	CCOC(=O)C(=NCC1CCCO1)NNc1ccccc1Cl (stereo not drawn)	-3.2%	-1.6%	-2.5%	-14.1%	12.9%	18.5%	-2.8%	8.9%	-5.5
10	Cc1ccc2c(CSc3nncs3)cc(=O)oc2c1	-5.1%	0.9%	7.9%	-12.1%	5.3%	-0.3%	0.0%	-1.1%	-1.6&0.3
11	Cc1ccc(C(=O)c2c(N)c(C(=O)Nc3cccc(C(F)(F)F)c3)c3ccccn23)cc1	-10.2%	x	11.4%	-19.4%	x	x	x	29.1%	1.4
12	O=C(CCCOc1ccccc1)N1CCN(S(=O)(=O)c2ccccc2)CC1	-26.4%	-0.7%	4.9%	-21.9%	5.3%	1.6%	0.2%	17.6%	-3.1
13	CCOC(=O)/C=C/C(=O)OCc1csc(CC(=O)Nc2ccccc2C)n1	-33.4%	-2.6%	5.8%	u	-9.6%	6.0%	-0.3%	u	-1.6
14	CCOc1ccc(C(CC(=O)Nc2cc(C)c(Cl)cc2OC)N2Cc3ccccc3C2=O)cc1OC (stereo not drawn)	-9.5%	-2.6%	-2.2%	-17.0%	8.1%	-9.1%	1.5%	1.4%	-3.4
15	Cc1ccccc1Cn1c(=O)n(CCCCCC(=O)NCc2ccc3c(c2)OCO3)c(=O)c2sccc21	7.4%	-3.2%	-1.1%	-7.1%	3.0%	-4.8%	-5.3%	7.7%	-1.9
16	CCCc1nnc(SCC(=O)Nc2ccc(C(=O)OCC)cc2)o1	4.1%	1.6%	5.6%	-19.7%	-5.8%	6.7%	-1.5%	14.3%	1.1
17	Cc1c(N2C(=O)/C(=C\c3ccccc3O)SC2=S)c(=O)n(-c2ccccc2)n1C	-100.0%[56.9 µM]	-3.4%	-8.3%	-22.2%	0.2%	5.9%	-3.1%	11.3%	-1.6
18	CCN(CC(=O)Nc1cccc(OC)c1)CC(=O)Nc1ccc(C)cc1Cl	-4.6%	-5.6%	4.8%[57.1 µM]	-12.5%	-14.0%	14.1%	-8.7%	16.7%[57.1 µM]	-18.3
19	Cn1cc(C(c2ccccc2)c2ccc(Cl)s2)c2ccccc21 (stereo not drawn)	34.2%	-4.0%	-5.7%	-30.1%	-6.9%	-5.1%	-2.0%	11.1%	3.2
20	NC(=NC1CCCCC1)c1ccc([N+](=O)[O-])cc1	1.7%	-0.1%	-3.4%	-17.2%	3.0%	2.2%	1.8%	0.7%[57.1 µM]	1.5

(more compounds)
cpd	Molecule	RGS4 inh	Glioma ERSR ind	TrxR1 substrate	USP1 inh	Vif-A3F inh	mIDH1 inhibitor	Vif-APOBEC3G blk	rTrxR1 inhibitor	LDHA inh
21	COC(=O)CNS(=O)(=O)c1ccc(OC)cc1	1.2%	-3.4%	3.1%[57.1 µM]	-13.9%	4.5%	1.4%	-8.2%	1.1%[57.1 µM]	3.1
22	CC1(C)C(=O)Nc2ccccc2N1C(=O)COc1ncnc2c(Cl)cc(Cl)cc12	7.5%	-3.1%	10.7%[57.1 µM]	-14.8%	-1.4%	-1.0%	-7.6%	27.1%	-8.5
23	O=C(Nc1nnc(SCc2ccc(F)cc2)s1)C1Cc2ccccc2CN1C(=O)c1ccco1 (stereo not drawn)	-31.3%	4.0%	6.2%	-14.7%	-9.1%	-1.9%	0.1%	u	-0.4
24	O=C(CN(C(=O)c1ccccc1Cl)C1CCCCC1)Nc1ccc(Cl)c([N+](=O)[O-])c1	9.4%	-1.5%	-3.3%[57.1 µM]	-21.7%	-0.2%	-8.8%	0.2%	9.4%[57.1 µM]	-9.8
25	COc1ccc(Br)c(C(=O)Nc2cccc(S(=O)(=O)N3CCOCC3)c2)c1	-10.0%	-1.2%	-0.5%	-15.3%	1.6%	-3.5%	-5.1%	11.0%	-12.8
26	COc1ccc(C(=O)Cc2cc(OC)c(OC)cc2C(=O)c2ccccc2F)cc1OC	2.2%	-4.1%	-6.3%	7.5%	-3.9%	1.9%	1.0%	12.6%[57.1 µM]	-1.4
27	CCOC(=O)N1CCN(C(=O)CSc2ccc(-c3ccc(OC)cc3)nn2)CC1	11.3%	0.3%	-6.4%	-9.5%	0.6%	19.6%	1.0%	16.7%[57.1 µM]	-9.9
28	COCCN1C(=O)c2ccc(C(=O)NCc3cccnc3)cc2C1=O	19.1%	5.6%	15.3%	u	-5.2%	11.3%	-4.7%	23.7%	-3.8
29	Cc1cccc(OC(=O)c2cncc(Br)c2)c1	11.6%[11.4 µM]	-2.0%	2.7%	-21.7%	0.5%	-7.4%	-0.5%	22.4%	-2.5
30	O=C(O)C1CCCN1S(=O)(=O)c1cccc2nsnc12 (stereo not drawn)	0.2%	-0.2%	4.3%[57.1 µM]	-14.2%	8.1%	10.0%	0.3%	17.4%[57.1 µM]	-3.1
31	CCC/C=C/c1ccc(CN2C(CC(C)C)C(=O)N(Cc3cn(CCC4OCCCO4)nn3)CCS2(=O)=O)cc1 (stereo not drawn)	x	11.7%	x	-24.8%	9.5%	u	1.7%	x	5.0
32	CCC(C)N(C(=O)CSc1nnc2ccccn12)C1CCS(=O)(=O)C1 (stereo not drawn)	-0.6%	-3.8%	25.8%	-21.7%	10.5%	-5.3%	-3.4%	18.9%[57.1 µM]	-7.3
33	CC1=C(C(=O)N(C)C)CC(CC(=O)NCCCN(C)C)C(=O)N1CCC1=CCCCC1 (stereo not drawn)	x	-3.5%	x	-14.3%	-6.2%	-1.6%	4.1%	x	5.3
34	OCCC1CN(Cc2ccc(Oc3ncccn3)cc2)CCN1Cc1ccc(F)c(F)c1 (stereo not drawn)	17.5%	7.6%	3.4%	-16.6%	-3.2%	0.0%	-1.4%	10.1%	-9.2
35	CC(=O)Nc1ccc(S(=O)(=O)NCCC(=O)OCc2ccccc2F)cc1	-17.5%	-2.3%	4.6%	-6.3%	1.6%	3.9%	-4.8%	3.8%	3.4
36	O/N=C1\CC2(Cc3nonc31)OCCO2	14.9%	-0.7%	7.2%[57.1 µM]	4.3%	-2.7%	-1.4%	2.2%	10.7%[57.1 µM]	-0.2
37	Cc1ccc2c(c1)N(C(=O)CCC(=O)NCCCN(C)Cc1ccccc1)CCO2	17.1%	-5.3%	10.9%[57.1 µM]	-17.9%	-0.1%	-1.2%	2.3%	23.9%[57.1 µM]	-1.2
38	CCC(=O)N1CCc2cc(OC)c(OC)cc2C1COc1ccc(F)cc1 (stereo not drawn)	-22.9%	-3.1%	5.4%	-8.2%	-0.5%	7.8%	-1.8%	22.9%	-5.6
39	CC1CCC2(CC1)NC(=O)N(CC(=O)N1CCN(C(=O)c3ccco3)CC1)C2=O (stereo not drawn)	12.3%	-6.1%	13.9%	-24.7%	-8.3%	-1.0%	-6.9%	14.4%	-1.6

Source: PubChem
